Screening results from PubChem.
NPY-Y2 PAM-ag: potentiates or activates human NPY-Y2 receptor | P49146 | cells expressing NPY-Y2, potentiator/agonist read-out | activation, % at 3.6 µM | 220,000 tested, 0.45% active | AID 1359; in the data active means activation above about 27%;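 further: cells stimulated with NPY near EC25 plus isoproterenol at EC100; 0% = vehicle plus submaximal agonist and 100% = vehicle plus saturating agonist; some results beyond the cut were filed as inactive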
Target sequence (P49146 whole entry, looked up): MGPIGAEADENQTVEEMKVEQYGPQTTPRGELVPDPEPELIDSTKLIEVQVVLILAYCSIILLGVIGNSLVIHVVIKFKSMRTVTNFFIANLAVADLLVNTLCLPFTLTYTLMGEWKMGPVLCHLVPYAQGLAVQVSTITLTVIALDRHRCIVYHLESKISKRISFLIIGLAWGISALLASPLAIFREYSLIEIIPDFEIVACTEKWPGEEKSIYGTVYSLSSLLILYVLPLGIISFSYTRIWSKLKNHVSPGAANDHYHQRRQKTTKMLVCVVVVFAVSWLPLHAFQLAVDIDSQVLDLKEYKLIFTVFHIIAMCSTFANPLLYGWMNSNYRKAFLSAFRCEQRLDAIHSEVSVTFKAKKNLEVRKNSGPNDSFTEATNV
BaF3 parental: reduces parental Ba/F3 cell viability, JAK2V617F counter-screen; 220,000 tested, 1.1% active; AID 1486; CellTiter-Glo ATP luminescence; inhibition, % at 5.6 µM;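 active means inhibition above a per-campaign cutoff, the mean inhibition of all tested compounds plus 3 SD, cut at about 27% in these data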;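 further: 0% = DMSO wells and 100% = JAK Inhibitor I control wells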
PERK inhibitor: inhibitors of human PERK kinase; inhibition, % at 5.6 µM; AID 1416; Q9NZJ5; 220,000 tested, 0.17% active; CHO PERK-DD fusion, SEAP luminescence translation reporter;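 active means inhibition above the mean inhibition of all tested compounds plus 3 SD, set separately per screening campaign, cut at about 2.9% in these data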;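 further: PERK kinase domain activated by AP20187 dimerizer at 100 nM; 0% = DMSO with dimerizer and 100% = rapamycin at 8.4 µM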
Mdm2 ligase inh: inhibitors of human Mdm2 E3 ubiquitin ligase; Q00987; cell-based MDM2 ubiquitination luciferase reporter, 2 h; 0 = plate control, 100 = twice control, blank-subtracted; signal enhancement, % at 5 µM; 210,000 tested, 0.11% active;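 active means signal enhancement of 30% or more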;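 further: luminescence tracks abundance of the self-degrading MDM2-luciferase fusion protein; higher signal means inhibition of MDM2 E3 ligase activity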
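Buffer or medium: Cells held in DMEM | Assay system: Stable mammalian line carrying autodegrading MDM2–luciferase fusion reporter | Quantity: 2000 cells/well | Times: 4 h settle plus 2 h compound, 37 °C | Doses: One concentration, 5 µM, with 0.2% DMSO | Technique: Luminescence with SteadyLite reagent, 15 min at room temperature | Benchmarks: Plate controls and plate blanks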
Ba/F3 V617F tox: reduce viability of Ba/F3 cells dependent on JAK2V617F | Ba/F3 EpoR-JAK2V617F viability, ATP luminescence | inhibition, % at 5.6 µM | 220,000 tested, 1.1% active;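 active means inhibition above the campaign mean plus 3 SD over all tested compounds, cut at about 24% in these data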;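 further: cytokine-independent growth of Ba/F3 cells driven by EpoR plus mutant JAK2; 0% = DMSO-treated cells and 100% = JAK inhibitor I control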
eIF4E-4G inh: eIF4E/eIF4G interaction inhibition in translation initiation | P63073+Q04637 | 220,000 tested, 0.37% active | TR-FRET eIF4E-eIF4GI(517-606) binding, 2 h | inhibition, % at 21.7 µM | AID 782;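 active means inhibition above about 30%, limit read from the data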;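 further: 0% = full FRET control wells and 100% = background wells lacking eIF4GI fragment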
S1P4 antag: human S1P4 receptor antagonism; S1P4-expressing cells, antagonist mode, reporter read-out; inhibition, % at 4.98 µM; 220,000 tested, 0.26% active; AID 1510; in the data active means inhibition above about 29%;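 further: 0% = wells stimulated with agonist and 100% = vehicle wells without agonist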
S1P4 agonist: agonists of human S1P4 receptor | O95977 | S1P4-expressing cell line, agonist reporter assay | activation, % at 4.98 µM | 220,000 tested, 0.35% active | AID 1509; in the data active means activation above about 11%;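 further: 0% = DMSO vehicle and 100% = reference agonist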
Wee1 degr inh: human Wee1 degradation inhibition, primary screen. P30291. AID 1321. HeLa Luc-Wee1K328M stability, luciferase luminescence; 100% = proteasome inhibitor MG132 effect. reporter increase, % at 5 µM. 220,000 tested, 1.2% active;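 active means activation above the mean of all tested compounds plus 3 SD, set per screening run, cut at about 8.8% in these data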;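 further: cells exposed to compound for 20 h before luminescence read; 0% = DMSO alone and 100% = MG132 at 30 µM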
Target sequence (P30291 whole entry K328M): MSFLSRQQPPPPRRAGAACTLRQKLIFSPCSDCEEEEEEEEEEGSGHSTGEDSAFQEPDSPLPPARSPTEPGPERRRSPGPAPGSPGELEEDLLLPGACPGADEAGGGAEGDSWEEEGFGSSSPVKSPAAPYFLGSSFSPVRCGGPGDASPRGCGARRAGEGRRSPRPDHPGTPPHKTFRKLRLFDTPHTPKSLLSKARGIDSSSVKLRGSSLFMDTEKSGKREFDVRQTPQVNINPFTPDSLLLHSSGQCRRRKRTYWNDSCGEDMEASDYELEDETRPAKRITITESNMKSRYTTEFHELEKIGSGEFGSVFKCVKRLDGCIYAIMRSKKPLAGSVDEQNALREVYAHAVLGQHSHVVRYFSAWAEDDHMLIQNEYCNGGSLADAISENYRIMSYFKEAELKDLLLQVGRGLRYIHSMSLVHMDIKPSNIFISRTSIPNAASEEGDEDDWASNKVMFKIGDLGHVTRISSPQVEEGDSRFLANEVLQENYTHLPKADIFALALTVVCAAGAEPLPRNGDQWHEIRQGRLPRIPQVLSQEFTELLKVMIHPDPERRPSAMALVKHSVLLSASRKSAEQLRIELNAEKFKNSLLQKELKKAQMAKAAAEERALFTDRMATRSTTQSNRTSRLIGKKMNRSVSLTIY
Active calls of the source: *; / = no result given; [ ] = another dose, or the depositor's remark.

SMILES	NPY-Y2 PAM-ag	BaF3 parental	PERK inhibitor	Mdm2 ligase inh	Ba/F3 V617F tox	eIF4E-4G inh	S1P4 antag	S1P4 agonist	Wee1 degr inh
O=C(O)CC1CCCC(c2ccccc2)C1=O (centres undefined)	0	-1	1.2	/	0	-6	-13	0.0	0
Cc1ccccc1NC1=NS(=O)(=O)c2ccccc21	-8	5	1.7	5	-3	-4	0	-1.5	-1
COc1cc2c(C(=O)NCc3ccc4c(c3)OCO4)cn(CC(C)C)c(=O)c2cc1OC	14	3	0.9	-4	-3	2[fluorescence artefact?]	3	2.8	-1
O=C1NC(c2ccc(Cl)c([N+](=O)[O-])c2)Nc2ccccc21 (centres undefined)	0	6	0.2	3	-2	2	-3	-0.2	3
CCCCOc1ccc(C2NC(=O)NC(C)=C2C(C)=O)cc1OCC (centres undefined)	1	-1	0.2	-7	4	-1	15	-1.4	-2
CCOCCCNC(=O)C(NC(=O)Cc1cccs1)c1ccccc1 (centres undefined)	5	-1	-0.2	-14	-2	-2	-6	-0.7	6
CC1CCCCC1NC(=O)CSc1nncs1 (centres undefined)	4	7	1.0	-14	4	-4	-11	1.0	0
COC(=O)C1=C(C)NC(=O)CC1c1ccccc1 (centres undefined)	-5	-3	0.4	-4	-4	-1	-6	0.2	0
Cc1ncoc1C(=O)N1CCCC(C(=O)c2ccc3c4c(cccc24)CC3)C1 (centres undefined)	-11	6	0.4	-17	-1	2	-5	-1.1	0
CC(C)(C)OC(=O)N1CCOCCOCCN(C(=O)OC(C)(C)C)CCOCCOCC1	-4	2	-0.7	-25	5	-6[fluorescence artefact?]	-11	-0.8	1
Oc1c(Cl)cc(Cl)cc1CNc1ccc(Br)cn1	-16	1	0.3	-17	-2	7	-2	-0.2	0
CCn1c(SCc2cccnc2)nnc1-c1c[nH]c2ccccc12	2	7	0.9	-3	-2	6	-12	0.6	0
COc1ccc(N2CCC(CNC(=O)Nc3ccccc3)C2)cc1 (centres undefined)	0	2	0.0	-16	-5	9	-8	0.3	0
O=C(Nc1nnc(-c2ccccn2)o1)c1ccc(Br)cc1	-4	4	1.5	-12	-1	6	3	-0.5	2
O=C(NC1CCCCCC1)c1cc(S(=O)(=O)N2CCC3(CC2)OCCO3)ccc1F	6	4	0.0	-16	0	-4	-6	-1.4	0
Nc1nc(N)c2c(n1)CCCC2	-22	-5	1.3	-2	-8	-3	4	-0.3	-3
CN(C/C=C/c1ccccc1)C1CCCCC1	-1	9	2.1	-1	-2	-2	-6	2.3	3
COc1ccccc1CN1CCNC(=O)C1CC(=O)NC1Cc2ccccc2C1 (centres undefined)	-8	-2	-0.3	-9	2	-1	5	0.0	-2
O=C1CSC(c2cn(-c3ccccc3)nc2-c2cc3ccccc3o2)N1Cc1ccccc1 (centres undefined)	5	5	0.9	-14	-3	0	-2	3.0	2
CC(C)(C)c1cnnn1-c1ccc([N+](=O)[O-])cc1	8	-1	-0.4	4	-3	-4	-20	-0.2	-2
O=C(COC(=O)c1ccccn1)NC1CCCCC1	6	2	-0.3	10	2	-5	-16	1.4	1
Cc1nn2cc(-c3ccc(Cl)cc3)cnc2c1Br	11	7	1.4	-34	1	0	-27	1.1	-4
COc1ccc(-c2noc(-c3ccccc3C(=O)N3CCOCC3)n2)cc1	-10	0	-0.2	-7	-2	-2	3	1.0	2
COc1ccc(Cn2nnnc2C(c2ccccc2OC)N2CCC(C(N)=O)CC2)cc1 (centres undefined)	11	1	-0.2	0	0	7[fluorescence artefact?]	-30	2.5	1
CSc1nnc(-c2sc3cc(C(F)(F)F)cnc3c2-c2cccnc2)n1C	14	1	-0.2	-42	0	-1	-11	3.8	1
Cc1noc(C)c1COC(=O)c1cccc(S(=O)(=O)N2CCCCCC2)c1	11	2	-0.8	-10	-2	2	0	0.5	0
Cc1nc(NNC(=O)c2ccccc2)cc(-c2ccccc2)n1	2	1	0.6	-19	-4	-4[fluorescence artefact?]	14	-2.2	1
COc1cc(OC)c2c(=O)c(OC)c(-c3ccc(OC)c(OC)c3)oc2c1	-8	-7	0.7	6	2	2	-5	0.6	-2
Cc1cccc(-n2c3nc(=O)[nH]c(=O)c-3cc3cc([N+](=O)[O-])ccc32)c1	-15	9	1.8	-8	7	3[fluorescence artefact?]	4	0.6	-2
COc1ccc(OC)c(N(CC(=O)Nc2ccc3c(c2)OCO3)S(=O)(=O)c2ccccc2)c1	-3	3	-0.2	7	0	-22	-20	-0.9	3
CN(C)S(=O)(=O)Nc1cc(Cl)cc(Cl)c1	-12	3	0.1	9	-1	1	1	0.1	1
O=C(NCCc1ccc(Cl)cc1)/C(=C/c1cccnc1)NC(=O)c1ccccc1	1	8	-1.1	-17	7	0[fluorescence artefact?]	-2	-1.8	-3
COc1ccc(NC(=O)C(CC(C)C)NC(=O)c2ccccc2C)cn1 (centres undefined)	15	4	-0.1	-12	-2	-7	-4	-2.4	0
COCCCNC(=O)c1cc2c(s1)CS(=O)(=O)C2	-4	3	0.1	-6	-2	-8	-11	1.1	0
COc1ccc(CNC(=O)CCCc2ccccc2)cc1	-20	1	0.0	1	-3	2	-17	0.4	1
CC(C)CNC(=O)COC(=O)c1cc(S(=O)(=O)N(C)C)ccc1N1CCCC1	-11	8	0.0	-12	2	-1	8	-0.3	0
Cc1cc(C(=O)COC(=O)c2cccnc2Cl)c(C)n1-c1c(C)n(C)n(-c2ccccc2)c1=O	-2	3	-0.5	-9	0	2	-12	1.3	1
CCc1ccc(S(=O)(=O)NCc2csc(-c3ccccc3)n2)s1	-5	1	-1.0	-13	-1	-4[fluorescence artefact?]	-10	-0.6	-2
CCOc1ccc(N(CC(=O)NC(C)(C)C)S(=O)(=O)c2c(C)noc2C)cc1	10	5	-1.6	-20	-2	1	-6	-0.3	1
COCCNC(=O)c1cnn2c(C(F)(F)F)cc(-c3ccc(C)cc3)nc12	-5	6	1.0	-2	-3	2	-22	0.6	1
COc1ccc(NC(=O)CC(=O)Nc2ccc(OC)cc2OC)c(OC)c1	8	5	-0.4	1	2	0[fluorescence artefact?]	-20	2.5	0
COc1ccc(NC(=O)CC2CCCC2)cc1S(=O)(=O)N1CCCCC1	3	3	-0.5	-6	0	-3	5	0.5	-2
Cc1ccc(C(=O)NCC(=O)OC(C)C(=O)Nc2ccc(N3CCOCC3)cc2)s1 (centres undefined)	0	2	-0.4	-16	5	5	5	-3.1	0
COc1ccc(NC(=S)NCCNC(C)=O)cc1	9	3	1.7	/	-2	-2	4	-1.0	0
CCc1cc2c3c(c1)C1(C(=O)N3C(C)(C)CC2C)C(C#N)=C(N)N2C(=C1C#N)Nc1ccccc12 (centres undefined)	14	6	0.1	-8	0	-5	-1	-1.2	-3
Cc1cc(Nc2ccc(C(C)C)cc2)n2ncnc2n1	-4	6	0.8	-8	-1	0	-15	0.8	3
C=C(C)Cn1c(CCCNC(=O)C(C)(C)C)nc2ccccc21	-3	1	-1.4	-38	1	-3[fluorescence artefact?]	-5	-0.2	-4
O=C(CCCn1cnc([N+](=O)[O-])n1)Nc1cccc(O)c1	0	1	1.1	6	-2	6	-4	2.4	-4
CCOC(=O)/C(C(N)=NCCO)=C(/O)c1ccccc1	-8	-1	0.7	-13	-4	-11	6	-1.1	-1
CC(C)(C)C1(C)OC(=O)C(=Cc2ccc(OCC(=O)Nc3ccccc3)cc2)C(=O)O1 (centres undefined)	-1	4	2.0	6	-1	1	4	1.1	5
COc1ccc(CN(C(=O)CSc2nnc(-c3ccccc3C)o2)c2ccc(F)cc2)cc1	-26	4	-0.5	-8	2	-9	-18	-4.8	-1
CCc1nnc2n1N=C(c1ccc(OC)cc1)CS2	-6	1	-0.7	/	-2	4[fluorescence artefact?]	-4	0.4	0
CCOC(=O)c1cccc(NC(=O)CCc2ccccc2)c1	-9	0	0.0	-7	-1	3	-1	0.9	8
CN(Cc1ccccc1)C(=O)COc1ccc(-c2nnco2)cc1	9	5	1.0	2	0	4	-23	-0.9	-3
O=C(CSc1nc(-c2ccc(F)cc2)cs1)N1CCc2ccccc21	-9	0	1.0	-15	-1	-16[fluorescence artefact?]	4	7.5	1
Cc1cc(-n2ccnc2)n2c(nc3ccccc32)c1C#N	-13	1	0.6	-7	-3	-2	0	1.8	-3
O=C(CSc1nnc(CNC(=O)c2cccs2)o1)NC1CCCCC1	-8	6	-1.2	-1	1	-2	-6	-1.7	-2
CCN(CC)S(=O)(=O)c1ccc(N2CCOCC2)c(NC(=O)c2cc(=O)[nH]c3ccccc23)c1	-7	4	1.0	-7	2	-4	1	0.5	0
CCOC(=O)c1cc(-c2ccccc2)sc1NC(=O)C(C)N1C(=O)c2ccccc2C1=O (centres undefined)	-5	6	0.1	-3	-3	1	-13	-0.5	6
N#Cc1ccc(S(=O)(=O)N2CCCN(c3ccc(C(F)(F)F)cn3)CC2)cc1	-6	-2	0.5	-7	-3	-2	-3	0.6	-1

Compound profiles (already shown). Screens in order: NPY-Y2 PAM-ag, BaF3 parental, PERK inhibitor, Mdm2 ligase inh, Ba/F3 V617F tox, eIF4E-4G inh, S1P4 antag, S1P4 agonist, Wee1 degr inh
CCN(CC)S(=O)(=O)c1ccc(N2CCOCC2)c(NC(=O)c2cc(=O)[nH]c3ccccc23)c1 is entered as -7, 4, 1.0, -7, 2, -4, 1, 0.5, 0
COc1ccc(NC(=O)CC(=O)Nc2ccc(OC)cc2OC)c(OC)c1 is entered as 8, 5, -0.4, 1, 2, 0[fluorescence artefact?], -20, 2.5, 0
Cc1ccc(C(=O)NCC(=O)OC(C)C(=O)Nc2ccc(N3CCOCC3)cc2)s1 (centres undefined) is entered as 0, 2, -0.4, -16, 5, 5, 5, -3.1, 0

Continuation:
SMILES	NPY-Y2 PAM-ag	BaF3 parental	PERK inhibitor	Mdm2 ligase inh	Ba/F3 V617F tox	eIF4E-4G inh	S1P4 antag	S1P4 agonist	Wee1 degr inh
CCCn1c(=N)c(C#N)cc2c(=O)n3cccc(C)c3nc21	-11	8	0.7	-15	-1	-1	-1	1.4	-1
CC(C)Sc1nc2ccc(N3C(=O)C4CCCCC4C3=O)cc2s1 (centres undefined)	-1	6	1.0	-19	1	1	-16	0.3	1
O=C(CCn1nnc2ccccc21)Nc1nnc(Cc2ccccc2)s1	0	-1	-1.1	-17	-4	1	-7	-2.9	7
CC(C)=C1C(=O)NN(c2cccc(Cl)c2)C1=O	0	4	1.6	-4	-2	-3	-13	3.5	5
Cc1cc(NC(=S)N(Cc2ccc(Br)cc2)Cc2ccc(C(=O)O)cc2)ccc1Cl	22	12	0.3	-25	7	2	-4	-2.1	1
CC(C)NS(=O)(=O)c1ccc(OCC(=O)NCc2cccnc2)cc1	-6	1	-1.0	-12	-1	-1[fluorescence artefact?]	-29	0.7	0
O=C(Nc1nc(N2C(=O)c3ccccc3C2=O)n(-c2ccccc2)n1)c1ccccc1	-1	6	0.3	-7	3	0[fluorescence artefact?]	11	0.0	1
COc1ccc2[nH]c(=O)c(CN(Cc3cccs3)C(=S)Nc3cccc(C)c3)cc2c1	0	2	0.7	-14	-3	-2	-2	-2.0	4
Cc1cc(NC(=O)c2cc([N+](=O)[O-])ccc2Cl)no1	13	0	0.9	-4	-4	5	1	1.3	1
Cc1nnc(SCC(=O)Nc2ccc3c(c2)OCO3)n(N)c1=O	0	3	1.9	-16	-1	2	-8	4.0	-2
CCOc1cc(N2CCOCC2)c(OCC)cc1NC(=O)COc1ncnc2ccc(Br)cc12	-8	5	-0.7	-9	3	0	10	-0.8	-2
Cc1ccc(S(=O)(=O)Nc2cc(Cl)c(O)cc2C)cc1	3	9	1.1	-23	-1	2	-13	-1.5	-1
